MEKK2wt PB1 HTS: raises or lowers MEK5 binding to wildtype human MEKK2 PB1 domain; bead flow cytometry, Alexa488-MEK5 binding to MEKK2 WT; actives lie on both sides; binding response (% of control), % at 10 µM; hit rate 1.1% among 290,000; in the data active means binding response below about 67% or above about 130%
GalR3 antagonist: antagonists of human GalR3 | hit rate 0.44% among 360,000 | HEK293 GalR3-CNG cAMP membrane potential fluorescence; galR3 body fused to GalR1 C-terminus | O60755 | inhibition, % at 3 µM | AID 651719;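 active means inhibition above the screen-wide average plus 3 SD, cut at about 13% in these data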;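 further: forskolin and galanin both at EC90 stimulate the cells; cAMP rise reported by CNG channel membrane potential dye signal; 0% = forskolin plus galanin with DMSO and 100% = forskolin alone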
MEKK2 mut-MEK5: signal of MEK5 binding to mutant human MEKK2 PB1 domain; bead flow cytometry, Alexa488-MEK5 binding to MEKK2 mutant; percent response, % at 10 µM; hit rate 0.35% among 290,000; in the data active means percent response above about 24%, passing the limit was not always enough; further: inactives centre near 1; some results filed as inactive read as strong as hits; reference of the scale not given here
V1R ag counter: counter-screen for oxytocin receptor agonists: human V1a receptor agonists | P37288 | activation, % at 3 µM | hit rate 0.25% among 320,000 | CHO-V1R cells, Fluo-8 calcium fluorescence, agonist mode; 0% DMSO, 100% 3 nM vasopressin;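 active means activation above the mean activation of all tested compounds plus 3 SD, per screening run, cut at about 20% in these data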;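 further: signal is peak over basal fluorescence ratio across a 100 second FLIPR read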
GPR7 antag: antagonists of human GPR7 (neuropeptides B/W receptor 1); hit rate 1.1% among 290,000; P48145; AID 1861; inhibition, % at 4.4 µM; GPR7-expressing cells, fluorescence antagonist assay; in the data active means inhibition above about 16%, passing the limit was not always enough;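 further: cells stimulated with the agonist NPW; 0% = agonist with vehicle and 100% = vehicle without agonist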
PHOSPHO1 inh: inhibitors of human PHOSPHO1 phosphatase; hit rate 1.1% among 290,000; Q8TCT1; inhibition, % at 13.3 µM; AID 1565; recombinant PHOSPHO1, absorbance phosphatase assay; in the data active means inhibition above about 60%
OXTR ag: activates the human oxytocin receptor; P30559; CHO-OTR cells, Fluo-8 calcium fluorescence; normalized: DMSO 0%, oxytocin 100%; activation, % at 3 µM; hit rate 0.32% among 320,000;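 active means activation above the mean of all tested compounds plus 3 SD, cutoff set per screening run, cut at about 20% in these data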;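 further: peak over basal fluorescence ratio from a 100 s FLIPR kinetic read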
Target sequence (P30559 whole entry, looked up): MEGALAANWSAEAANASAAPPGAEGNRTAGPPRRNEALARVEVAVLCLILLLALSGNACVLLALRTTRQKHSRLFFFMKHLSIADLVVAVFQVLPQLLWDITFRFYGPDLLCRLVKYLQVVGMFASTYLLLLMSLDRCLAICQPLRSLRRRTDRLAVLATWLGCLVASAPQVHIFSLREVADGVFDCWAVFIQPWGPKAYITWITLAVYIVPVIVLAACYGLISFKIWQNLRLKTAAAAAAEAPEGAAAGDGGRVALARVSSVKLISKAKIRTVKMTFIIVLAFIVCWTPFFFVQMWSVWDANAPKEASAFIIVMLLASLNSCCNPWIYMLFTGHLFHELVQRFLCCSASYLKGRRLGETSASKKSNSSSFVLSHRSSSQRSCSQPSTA
MEKK3 PB1 HTS: MEKK3-MEK5 PB1 interaction, increase or decrease; AID 1529; bead-based flow cytometry, Alexa488-MEK5 binding to MEKK3; actives lie on both sides; 0 = blocked by unlabeled MEK5, 100 = vehicle; hit rate 1.4% among 290,000; binding response (% of control), % at 10 µM;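 active means binding response more than 3 SD above or below the average of its plate-row segment, actives on both sides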;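 further: Alexa488 bead fluorescence after subtracting the streptavidin-only scavenger bead signal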
Target sequence (Q99759 whole entry, looked up): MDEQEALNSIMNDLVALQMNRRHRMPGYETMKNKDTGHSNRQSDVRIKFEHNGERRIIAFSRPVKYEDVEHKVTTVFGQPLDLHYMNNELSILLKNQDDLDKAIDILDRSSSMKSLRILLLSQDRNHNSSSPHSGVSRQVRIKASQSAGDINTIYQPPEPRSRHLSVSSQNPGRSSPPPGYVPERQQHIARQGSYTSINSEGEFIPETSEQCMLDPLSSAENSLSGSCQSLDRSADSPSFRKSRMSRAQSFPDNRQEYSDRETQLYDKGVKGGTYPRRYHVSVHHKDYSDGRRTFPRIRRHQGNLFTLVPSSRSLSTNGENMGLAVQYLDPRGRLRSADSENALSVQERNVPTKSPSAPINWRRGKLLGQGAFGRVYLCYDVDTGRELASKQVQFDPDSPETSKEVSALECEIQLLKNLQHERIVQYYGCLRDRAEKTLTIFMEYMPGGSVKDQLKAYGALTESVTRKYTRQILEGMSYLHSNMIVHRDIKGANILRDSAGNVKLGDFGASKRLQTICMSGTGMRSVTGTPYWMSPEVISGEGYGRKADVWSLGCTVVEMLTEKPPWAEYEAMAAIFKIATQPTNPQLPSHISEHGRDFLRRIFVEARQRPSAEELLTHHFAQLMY
NALP1 inh: NALP1 inhibition | S. cerevisiae NALP1/ASC/caspase-1 growth, X-gal OD620, 72 h | hit rate 0.61% among 280,000 | inhibition, % at 10 µM; in the data active means inhibition mostly above about 24%, no sharp cut-off; inactive means mostly below about 32%; further: some compounds called inactive have numbers as strong as hits
Numbers without * were called inactive; x = not tested or not shown; [ ] = dose if it differs, or a comment.

SMILES	MEKK2wt PB1 HTS	GalR3 antagonist	MEKK2 mut-MEK5	V1R ag counter	GPR7 antag	PHOSPHO1 inh	OXTR ag	MEKK3 PB1 HTS	NALP1 inh
COc1cccc(C(=O)Nc2cc([N+](=O)[O-])ccc2N2CCN(C)CC2)c1	108	-7	11	-0.6	20	11	0.0	101	19
Cc1c(C)c2ccc(O)c(CN3CCN(C)CC3)c2oc1=O	105	0	6	x	-7	52	x	101	6
S=C(Nc1cccnc1)N1CCCCC1	108	-2	3	4.2	-2	37	1.1	106	18
CC(=O)c1sc(-c2ccc(F)cc2)cc1NS(=O)(=O)c1ccc(C)cc1	103	0	-4	0.8	3	22	0.0	103	2
CCCN(CCC)CCNC(=O)C1c2ccccc2C(=O)N2CCc3ccccc3C12 (configuration not stated)	111	5	8	-1.0	-2	2	0.2	103	0
COc1ccc(C(=O)CSc2nnc(-c3cc(C)on3)o2)cc1	97	-2	-1	0.2	-2	14	-0.8	116	43
O=C(Nc1nnc(-c2ccccc2)o1)C1CCCCC1	98	4	5	-0.3	1	6	0.1	96	39
O=C(O)CCn1c(=O)sc2ccccc21	94	3	-6	0.0	-10	30	1.3	93	14
CCc1ccc2[nH]c(=O)c(CN(Cc3nnnn3C3CCCC3)C3CCCCC3)cc2c1	98	-8	6	-1.0	12	45	-1.9	104	3
CC(C)NC(=O)NC(=O)COC(=O)c1ccccc1O	97	0	-3	0.9	-5	32	-0.6	96	13
CSc1ccc(CNc2nnnn2C)cc1	100	2	1	0.5	-9	15	-0.4	105	3
N#Cc1cccc(NC(=O)CC2CCCCC2)c1	-3.0*[inhibitor]	-1	-34	-0.1	-3	-17	-0.3	100	0
Cc1cccc(Oc2ccc(NC(=O)c3ccccc3C(=O)O)cc2)c1C	89	-4	-12	2.3	-1	12	2.8	92	2
CCn1ncc([N+](=O)[O-])c1C(=O)N1CCc2ccccc2C1	101	2	2	-0.6	-4	49	0.1	103	-3
CCN1CCN(C(=O)CN(CC)S(=O)(=O)c2ccc3ccccc3c2)CC1	111	-10	6	0.3	-1	x	-1.2	104	10
C#CC(CC)(CC)NC(=S)Nc1cccc(C(C)=O)c1	103	-3	2	4.4	-14	5	-2.8	104	12
COc1ccc(Br)cc1C(=O)Nc1ccc(Cc2ccncc2)cc1	109	-6	6	1.3	19	9	1.9	103	2
Cc1nc2ccccc2nc1OCC(=O)N1CCN(c2ccccc2)CC1	83	-3	-13	0.9	-9	5	1.1	70	14
O=S1(=O)[C@H]2C[C@@H]3C=C[C@@]2(CN1Cc1ccccc1F)O3	101	-1	-5	-0.2	7	-24	-0.2	99	20
COc1ccc(S(=O)(=O)N/N=C\c2ccc3c(c2)OCO3)c(OC)c1	103	100*	-1	x	-2	38	x	98	11
COc1ccc(-c2cc3nc4c(c(N5CCC6(CC5)OCCO6)n3n2)CCC4)cc1	89	2	-5	-0.7	-9	56	-1.2	97	8
Cn1c(Cn2c(=O)sc3ccccc32)nnc1SCC(=O)Nc1cccc(Cl)c1	100	1	2	3.2	1	-5	0.9	98	-2
Cn1c(=O)c2c(nc(N/N=C/c3cccs3)n2Cc2ccc(Br)cc2)n(C)c1=O	106	0	0	0.6	-15	12	-0.8	131*	20
Cc1cc(C)n2c(SCC(=O)Nc3ccc(F)cc3)nnc2n1	90	-1	-6	0.7	-11	-103	0.9	91	10

GalR3 antagonist: entries above that show a hit
Structure,MEKK2wt PB1 HTS,GalR3 antagonist,MEKK2 mut-MEK5,GPR7 antag,PHOSPHO1 inh,MEKK3 PB1 HTS,NALP1 inh
COc1ccc(S(=O)(=O)N/N=C\c2ccc3c(c2)OCO3)c(OC)c1,103,100*,-1,-2,38,98,11

Later entries:
SMILES	MEKK2wt PB1 HTS	GalR3 antagonist	MEKK2 mut-MEK5	V1R ag counter	GPR7 antag	PHOSPHO1 inh	OXTR ag	MEKK3 PB1 HTS	NALP1 inh
COc1cc(/C=N/Nc2nc(C)cc(C)n2)ccc1OC(=O)c1ccco1	98	-9	-2	0.4	1	-20	-0.6	95	-26
O=C(O)c1cnn2c(C(F)(F)F)cc(-c3ccccc3)nc12	97	-1	9	0.1	-1	9	0.5	99	-9
CCC(C)c1ccc(NC(=S)N2CCN(C(=O)C3CCCO3)CC2)cc1 (configuration not stated)	103	-1	2	0.5	-7	13	0.5	101	-1
c1ccc2c(c1)[nH]c1c(N3CCSCC3)ncnc12	x	-1	x	11	-9	x	15	x	x
O=C(Nc1cccc([N+](=O)[O-])c1)c1ccc2ccccc2c1O	94	-10	8	12	-4	16	12	96	26
Cc1ccc(NS(=O)(=O)c2cn(C)cn2)cc1	101	-4	6	-0.4	-8	5	-0.4	103	-4
Cc1ccsc1C1CC(=O)NC2=C1C(=O)CC(C)(C)C2 (configuration not stated)	111	-3	12	-0.4	-11	21	-0.8	111	12
COC(=O)Cc1[nH]nc2c1C1(C(=O)N(Cc3ccc(Cl)cc3)c3ccccc31)C(C#N)=C(N)O2 (configuration not stated)	95	-3	1	0.3	7	1	0.9	97	6
OC(CN1CCOCC1)Cn1c2c(c3ccccc31)CCCC2 (configuration not stated)	102	-5	15	0.7	-2	30	1.6	102	-7
COC(=O)C1(C)NC(c2ccc(F)cc2)C2C(=O)N(c3ccccc3)C(=O)C21 (configuration not stated)	99	-9	2	1.5	0	8	-0.1	99	1
Cc1c(Cc2ccccc2)c(=O)oc2cc(OCC(=O)NCC3CCC(C(=O)O)CC3)ccc12 (configuration not stated)	96	-6	1	0.7	-1	40	0.0	96	17
COc1ccc(OC)c(NC(=O)C(CC(=O)O)Cc2ccc(Cl)cc2)c1 (configuration not stated)	104	-2	6	0.5	7	10	0.5	106	-26
C/C(=N\NC(=O)c1ccc(N2CCCC2=O)cc1)c1ccccc1	101	-7	0	0.1	-3	22	0.7	102	6
O=C(NNC(=O)c1ccc2ccccc2c1O)Nc1ccc(F)cc1	106	1	7	4.2	0	19	0.8	101	-10
CC(OC(=O)c1cnc2ccccc2n1)c1ccccc1Cl (configuration not stated)	100	-10	0	3.2	20	-3	-0.6	99	28
CC(C)(C)n1nnnc1C(c1cccs1)N(Cc1cccnc1)Cc1ccco1 (configuration not stated)	99	-2	0	-1.8	0	14	-2.8	100	41
CCOc1ccc2nc(Cl)c(CN(C(=O)c3cnccn3)C3CCCC3)cc2c1	90	-5	-1	-0.6	-5	-52	-2.2	93	-2
Cc1ccc2c(CN(C)Cc3ccc(OC(F)F)cc3)cc(=O)oc2c1C	100	-10	4	1.3	-8	30	-1.1	100	8
O=c1nc2ccc(Cl)cn2c2ccc(S(=O)(=O)N3CCOCC3)cc12	101	-8	1	0.3	-4	23	0.6	103	-5
COC(=O)CCN(C(=O)c1ccc([N+](=O)[O-])cc1)c1ccccn1	97	-1	-20	-0.3	-2	22	-0.2	93	x
COc1cc(C(=O)N2CCc3ccccc32)ccc1OCc1c(C)noc1C	98	-2	-4	1.8	-12	20	-0.6	99	x
CCc1ccc(CC)c(S(=O)(=O)Nc2ccc(C(=O)O)c(O)c2)c1	100	-4	1	1.1	-14	58	0.0	100	-8
COc1cc(/C=N/n2c(-c3ccccc3)n[nH]c2=S)cc(OC)c1O	108	-8	5	0.2	-13	37	-0.2	94	-23
O=C1CCC(C(=O)Nc2cccc3ccccc23)N1 (configuration not stated)	x	-5	x	1.1	-12	-23	-0.2	x	4
COC(=O)CSc1nnc(-c2cnccn2)n1C	101	-6	3	1.0	-18	-10	0.3	106	-11
CC(C)(C)c1ccc(C(=O)Nc2nnc(Cc3c[nH]c4ccccc34)s2)cc1	110	0	-1	0.8	-7	0	0.6	101	6
COc1ccc(CNC(=O)c2ccc(Br)s2)cc1OC	96	-3	-3	0.8	-9	6	0.9	97	-7
Cn1nnc(NC(=O)COc2ccc(C3CCCCC3)cc2)n1	x	-4	x	8.9	-7	-10	6.1	x	15
COc1ccc(NC(=O)c2cc(S(=O)(=O)N3CCCC3)oc2C)cc1	82	1	-8	-0.5	-6	7	-0.8	92	14
COc1ccc(N(CC(=O)N/N=C/c2cccc(OC)c2OC)S(=O)(=O)c2ccccc2)cc1	101	-10	-2	2.0	-25	9	-0.2	102	6
COCCCNC(=O)C1Cc2cc(S(=O)(=O)N3CCCC3)ccc2N1C(C)=O (configuration not stated)	104	-7	8	-0.2	-4	12	-0.4	104	2
CCCOC1CCCN(C(=O)c2ccc(OC)c(OC3CCN(C(C)C)CC3)c2)C1 (configuration not stated)	93	-2	-5	0.3	-5	16	-1.1	99	5
CC(=O)NC1CCN(CC(=O)Nc2nccs2)CC1	108	-5	3	0.3	-7	3	1.5	105	16
COc1ccc(S(=O)(=O)N(C)CC(=O)N2CCN(Cc3ccccc3)CC2)cc1C	96	-2	-4	6.2	-8	8	4.4	100	-8
COc1cccc(C(=O)NC2CCN(CC(=O)Nc3cccc(C)c3C)CC2)c1	84	-3	-12	0.8	6	44	-0.4	95	-7
COc1ccccc1NS(=O)(=O)c1cc(NC(=O)/C=C/c2cccs2)ccc1N1CCOCC1	97	-2	-3	1.6	-8	-4	1.4	92	x

2 of these compounds in another layout.
compound: COc1ccccc1NS(=O)(=O)c1cc(NC(=O)/C=C/c2cccs2)ccc1N1CCOCC1
  MEKK2wt PB1 HTS: 97 | GalR3 antagonist: -2 | MEKK2 mut-MEK5: -3 | V1R ag counter: 1.6 | GPR7 antag: -8 | PHOSPHO1 inh: -4 | OXTR ag: 1.4 | MEKK3 PB1 HTS: 92 | NALP1 inh: x

compound: COc1cccc(C(=O)NC2CCN(CC(=O)Nc3cccc(C)c3C)CC2)c1
  MEKK2wt PB1 HTS: 84 | GalR3 antagonist: -3 | MEKK2 mut-MEK5: -12 | V1R ag counter: 0.8 | GPR7 antag: 6 | PHOSPHO1 inh: 44 | OXTR ag: -0.4 | MEKK3 PB1 HTS: 95 | NALP1 inh: -7

(more compounds)
SMILES	MEKK2wt PB1 HTS	GalR3 antagonist	MEKK2 mut-MEK5	V1R ag counter	GPR7 antag	PHOSPHO1 inh	OXTR ag	MEKK3 PB1 HTS	NALP1 inh
N#CCSc1nnc(Cc2cccs2)n1C1CCCCC1	92	-6	-8	-0.1	5	29	0.2	90	2
Cc1noc(C(=O)Nc2ccc(F)c(Cl)c2)c1Cl	102	-9	1	0.7	0	35	0.2	99	2
CCN(CC)C(=O)C(C)N(C#N)c1nc(C)cc(C)n1 (configuration not stated)	117	-4	17	0.6	-1	9	-0.4	107	16
CCN(c1ccccc1)S(=O)(=O)c1ccc(Cl)c(C(=O)OCC(=O)NC(=O)C(C)C)c1	93	-5	-6	-1.9	-19	17	-0.7	97	11
CN(CCNC(=O)c1cc2c(=O)n(C)c3ccccc3c2n1C)Cc1ccccc1	111	-2	3	-0.9	3	7	-1.4	100	1
Cc1ccc(S(=O)(=O)N2C(=O)/C(=C3\SC(=S)NC3=O)c3ccccc32)cc1	82	x	-9	0.2	5	-5	0.9	78	x
Cc1ccc(CN2C3=NCCCN3c3ccccc32)cc1	113	-6	4	0.1	-2	11	0.5	104	-1
CC(c1ccco1)N(C(=O)c1ccccc1F)c1ccccn1 (configuration not stated)	98	-6	-2	1.1	-9	52	0.1	107	-14
Cc1cc2nc(C3CCCN(C(=O)NCc4ccccc4)C3)[nH]c2cc1C (configuration not stated)	99	9	0	-1.4	-1	19	-1.9	95	16
COc1ccc(-n2ncc3c2CC(C)(C)CC3NC(=O)CCN2CCCCC2=O)cc1 (configuration not stated)	103	-9	-5	0.0	-7	-2	-1.1	103	17
CCCc1nnc(NC(=O)CCCC(=O)O)s1	100	-3	4	1.0	-1	10	-0.1	100	-60
CCn1cc(CN2CCCC(C(=O)c3ccc(-c4ccccc4)cc3)C2)cn1 (configuration not stated)	120	-4	13	12	1	-5	18	101	18
C=CCn1c(C)csc1=Nc1ccc(C(=O)O)cc1	102	3	-4	0.1	-14	-99	1.3	94	14
O=C1CCN(S(=O)(=O)c2ccc(Cl)cc2)CC1	105	-2	7	1.0	-8	58	1.1	100	-2

High-throughput results as filed in PubChem.
